GPR55 LPI antagonism: GPR55 antagonists blocking LPI-driven arrestin recruitment, primary screen, imaging, U2OS, beta-arrestin-GFP, LPI agonist (AID 2013) | U2OS GPR55 beta-arrestin-GFP translocation imaging, LPI antagonism; higher % means a stronger effect | inhibition, % at 10 µM, or IC50 in µM where a hit was titrated | 290,000 compounds, 0.13% hits;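 active = spots per cell inhibited over 60%, with over 100 cells counted and total cytoplasm intensity under 500,000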;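 also: U2OS cells stably carrying GPR55 and arrestin-GFP stimulated by 5 µM LPI near EC80; imaged beta-arrestin-GFP aggregate spots per cell after agonist stimulation; plate controls were LPI-stimulated DMSO wells for no effect and DMSO wells without LPI for full effect; some results filed as inactive read as strong as hits; confirmed hits need IC50 under 10 µM and bright autofluorescent wells are also inconclusive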
GPR55 beta-arrestin: GPR55 agonists via beta-arrestin recruitment, primary screen, imaging, U2OS cells, beta-arrestin-GFP redistribution (AID 1961). U2OS GPR55 beta-arrestin-GFP redistribution imaging; higher % means a stronger effect. one-dose activation, % at 10 µM; EC50 in µM for titrated hits. 290,000 compounds, 0.048% hits;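 active = activation above 40% with more than 50 cells counted in the well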;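 also: U2OS osteosarcoma cells stably expressing GPR55 and beta-arrestin-GFP; plate controls were DMSO negative control for no effect and LPI positive control for full effect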
HIV fusion peptide: inhibitors of HIV fusion peptide binding, primary screen, biochemical, uHTS, fluorescence dequenching (AID 1986); 290,000 compounds, 0.3% hits; inhibition, % at 20 µM, or IC50 in µM where a hit was titrated; cell-free peptide binding, fluorescence dequenching, 30 min; higher % means a stronger effect; in the data active = inhibition mostly above about 52%, no sharp cut-off; inactive = mostly below about 76%; also: some results filed as inactive read as strong as hits
KOR beta-arrestin-1: kappa opioid receptor activators – cell-based, luminescence, uHTS, primary screen (AID 1777); KOR beta-arrestin recruitment, luminescence; higher % means a stronger effect; 280,000 compounds, 0.02% hits; activation, % at 10 µM; hits with a dose series show EC50 in µM; in the data active = activation above about 50%, passing the limit was not always enough; also: a part of the inactive calls stands beside numbers as strong as those of hits
NOD1 inhibition: inhibition of NOD1-driven NF-kB reporter – cell-based, luminescence, uHTS, primary screen (AID 1578); inhibition, % at 4 µM, or EC50 in µM where a hit was titrated; NOD1-driven NF-kB luciferase reporter cells, luminescence; higher % means a stronger effect; 290,000 compounds, 1% hits; in the data active = inhibition mostly above about 36%, no sharp cut-off; inactive = mostly below about 34%;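 also: HEK-293T reporter cells stimulated with the NOD1 agonist gamma-tri-DAP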
NOD2 inhibition: NOD2 signaling inhibitors, cell-based, luminescence, uHTS, HEK293 (AID 1566). HEK293 NOD2/NF-kB luciferase reporter, luminescence; higher % means a stronger effect. one-dose inhibition, % at 4 µM; EC50 in µM for titrated hits. 290,000 compounds, 0.63% hits; also: many of its hits are not listed in these tables
MgcRacGAP inhibition: MgcRacGAP GTPase-activating activity inhibitors, confirmation, biochemical, ADP Hunter fluorescence | MgcRacGAP-stimulated Rac1 GTP hydrolysis, ADP Hunter fluorescence; higher % means a stronger effect; GST-tagged Rac1 F28L mutant substrate | one-dose inhibition, % at 30 µM; IC50 in µM for titrated hits | 340,000 compounds, 0.6% hits;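 active = first-screen hits whose inhibition reached a set limit at any dose in the follow-up dose series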;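 also: fluorescence reports GDP produced by GAP-driven GTP hydrolysis; strong numbers were not always called active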
KOR beta-arrestin-2: kappa opioid receptor blockers – cell-based, luminescence, uHTS (AID 1778); KOR beta-arrestin recruitment, luminescence, antagonist mode; higher % means a stronger effect; 290,000 compounds, 0.091% hits; inhibition, % at 10 µM; hits with a dose series show IC50 in µM; also: strong numbers were not always called active
SV40 large T antigen: TAg ATPase/helicase activity blockers – biochemical (AID 1903); inhibition, % at 20 µM, or IC50 in µM where a hit was titrated; SV40 large T antigen ATPase/helicase inhibition assay; higher % means a stronger effect; 310,000 compounds, 0.39% hits; in the data active = a potency from the dose series; also: strong numbers were not always called active
* = called active by the depositor; [ ] = another dose, or the depositor's remark. Rule as the data show it, unless noted: active = inhibition above about 50%; inactive = the rest. The list is partial (hit frequency here may not be typical).

| entry | GPR55 LPI antagonism | GPR55 beta-arrestin | HIV fusion peptide | KOR beta-arrestin-1 | NOD1 inhibition | NOD2 inhibition | MgcRacGAP inhibition | KOR beta-arrestin-2 | SV40 large T antigen | SMILES |
| --- | --- | --- | --- | --- | --- | --- | --- | --- | --- | --- |
| 1 | -8% | -0.5% | -0.5% | 7.7% | 20% | 8% | 10% | -24% | 15% | CC(=O)N1CCN(S(=O)(=O)c2cccc(C(=O)Nc3ccc4c(c3)CCC4)c2)CC1 |
| 2 | 5% | 0.9% | -1.0% | -6.3% | -11% | 9% | 2% | -21%[20 µM] | 12% | COc1ccc(S(=O)(=O)NC2CC2)cc1C(=O)N1CCOCC1 |
| 3 | -8% | 0.2% | 46% | -2.1% | -28% | 9% | 13% | -1%[20 µM] | 34% | NS(=O)(=O)c1ccc(-c2ccc(/C=C3\NC(=S)NC3=O)o2)cc1 |
| 4 | 0% | -0.1% | 3.2% | -4.8% | 4% | 1% | 4% | -10% | -1% | CC(C)CC(c1nnnn1CC1CCCO1)N1CCN(C2CCCC2)CC1 (configuration not stated) |
| 5 | 10% | 3.1% | 1.2% | -6.1% | 4% | 15% | -10% | -2% | 9% | O=C(CN1C(=O)CCSc2ccc(S(=O)(=O)N3CCOCC3)cc21)Nc1ccccc1Cl |
| 6 | -8% | -0.2% | 0.4% | -2.2% | -45% | 1% | -2% | -6%[20 µM] | 3% | COc1ccc(CNC(=O)[C@H](Cc2ccccc2)NC(=O)C2CCN(C(=O)[C@H](C)N)CC2)cc1 |
| 7 | 0% | -0.1% | 3.3% | -0.5% | -26% | -19% | 6% | 14% | 12% | O=C(N=C1c2ccccc2CN1c1ccc(F)cc1)c1ccc(Cl)nc1 |
| 8 | -17% | -0.2% | -0.5% | 2.1% | 16% | -12% | 7% | -32% | 12% | C/C(CCC(C)C)=N\NC(=O)COc1ccccc1-c1ccccc1 |
| 9 | 6% | 0.0% | -1.8% | 2.3% | 4% | 30% | 10% | -38% | 2% | COc1ccc(/C=C/c2nc(S(=O)(=O)c3ccccc3)c(N(C)C)o2)cc1OC |
| 10 | 10% | -0.3% | -0.9% | -2.5% | 9% | 8% | 7% | 21% | 12% | N#CC1=C(SCc2ccccc2)NC(=O)CC1c1ccco1 (configuration not stated) |
| 11 | -1% | -0.1% | 3.9% | 5.9% | -5% | 18% | 8% | -30% | 22% | Cc1ccc2c(C)c(C(=O)NCCc3ccco3)oc2c1C |
| 12 | -5% | 0.0% | 32% | -3.5% | 10% | 17% | 5% | 1% | 4% | COc1ccc(NC(=O)C2CCCN(S(=O)(=O)c3cccnc3)C2)cc1 (configuration not stated) |
| 13 | -4% | 0.4% | -0.5% | 1.0% | 8% | -5% | 8% | 11% | 10% | C=C(C)c1cccc(C(C)(C)NC(=O)N2CCN(c3ccccn3)CC2)c1 |
| 14 | 11% | -0.1% | -1.9% | -1.4% | -5% | -46% | -2% | -3% | 11% | O=C(/C=C/c1ccc([N+](=O)[O-])cc1)Nc1cccnc1 |
| 15 | 12% | -0.2% | -0.9% | -2.9% | -23% | 9% | -2% | -15% | 23% | Cc1ccc(-n2nc3cc(C)c(NC(=O)c4cccnc4)cc3n2)cc1 |
| 16 | 22% | -0.1% | 1.5% | 0.0% | -14% | 14% | 8% | 12% | 6% | CCOC(=O)C(/C(C)=N/NC(=O)c1ccccc1[N+](=O)[O-])C(C)C (configuration not stated) |
| 17 | 1.9µM* | 0.4% | -0.2% | -2.4% | -19% | 2% | 2% | -401%[20 µM] | 14% | COC(=O)C1=C(C)N(Cc2ccccc2)C(=NCc2cccc(C(F)(F)F)c2)N[C@H]1c1cccc(F)c1 |
| 18 | -7% | -0.1% | 4.4% | 4.0% | -26% | 0% | 2% | -45% | 4% | COc1ccc(C2C=C(c3ccccc3)Nc3ncnn32)cc1 (configuration not stated) |
| 19 | 8% | -0.1% | 0.0% | 10% | -3% | -10% | 3% | 4% | 11% | Cc1ccc(S(=O)(=O)NCCOC(=O)Nc2sc(=S)n(C)c2C)cc1 |
| 20 | -17% | -0.1% | 3.9% | -7.2% | 4% | 21% | 11% | -24% | 4% | Cc1ccc(C2=[N+]([O-])C3(CCCCC/C3=N\NC(N)=O)N(O)C2(C)C)o1 (configuration not stated) |
| 21 | -3% | 0.2% | -0.2% | 0.7% | -3% | -13% | 5% | -8% | 11% | COc1cc(Cl)ccc1OCc1cc(C(=O)N(C)Cc2nnc(C)o2)no1 |
| 22 | -2% | -0.2% | 1.7% | 59% | -22% | -8% | -4% | -27% | 22% | COCCn1c(SCC(=O)Nc2ccc(NC(=O)c3ccco3)c(OC)c2)nc2ccccc2c1=O |
| 23 | 13% | 0.1% | -0.2% | -1.4% | -13% | 3% | 1% | -31% | 24% | O=C(CCNS(=O)(=O)c1cccs1)NC1CCN(Cc2ccccc2)CC1 |
| 24 | -32% | -0.2% | 0.2% | -4.2% | 15% | 34% | 6% | -17%[20 µM] | 7% | CCn1c(CNC(=O)c2cc(OC)c(OC)c(OC)c2)cc2ccccc21 |
| 25 | 8% | -0.4% | 1.1% | 14% | -26% | -4% | 6% | -14% | 4% | CC(NC=C1C(=O)OC(C)(C)OC1=O)C(=O)O (configuration not stated) |
| 26 | -1% | 0.8% | -0.4% | -8.9% | 2% | 1% | 7% | -9% | -1% | Cc1cc(C)n(-c2nc3ccccc3c(=O)n2OCC(=O)OCc2ccccc2)n1 |
| 27 | 4% | 0.4% | -0.9% | 3.1% | -17% | 8% | 6% | 12% | -5% | CN(c1ccccc1C(=O)Nc1cccc([N+](=O)[O-])c1)S(C)(=O)=O |
| 28 | 0% | 0.3% | -1.7% | -2.1% | -21% | 17% | 3% | 6% | 1% | COC(=O)c1[nH]c2ccccc2c1NC(=O)/C=C/c1ccc2c(c1)OCO2 |
| 29 | 9% | 0.2% | -1.4% | 0.0% | -16% | -5% | 5% | -40% | 6% | CN(C)C(CNC(=O)c1ccc(-c2ccccc2)cc1)c1ccccc1 (configuration not stated) |
| 30 | 6% | 0.0% | -0.7% | -4.1% | -2% | 17% | 3% | 10% | 19% | CC(C)N1C(=O)N(c2ccc(Cl)cc2)C(C)(O)CC1(C)C (configuration not stated) |

Screen by screen, quoted from above:
Entries 5 to 14 in GPR55 LPI antagonism: 10%, -8%, 0%, -17%, 6%, 10%, -1%, -5%, -4%, 11%
Entries 5 to 14 in GPR55 beta-arrestin: 3.1%, -0.2%, -0.1%, -0.2%, 0.0%, -0.3%, -0.1%, 0.0%, 0.4%, -0.1%

(next part)
| entry | GPR55 LPI antagonism | GPR55 beta-arrestin | HIV fusion peptide | KOR beta-arrestin-1 | NOD1 inhibition | NOD2 inhibition | MgcRacGAP inhibition | KOR beta-arrestin-2 | SV40 large T antigen | SMILES |
| --- | --- | --- | --- | --- | --- | --- | --- | --- | --- | --- |
| 31 | 10% | -0.1% | -2.2% | 0.8% | -13% | 14% | 7% | 22% | 1% | Cc1cc(Nc2ccc3c(c2)OCCO3)n2nc(C)nc2n1 |
| 32 | -3% | 0.6% | 0.9% | 0.5% | -32% | 26% | 6% | 16% | 6% | COc1ccc(N(C(=O)c2ccco2)C(C(=O)NC2CCCC2)c2ccncc2)cc1 (configuration not stated) |
| 33 | 15% | 0.7% | 1.2% | -1.8% | 33% | 25% | -1% | -9% | 19% | O=C(/C=C/c1ccc(S(=O)(=O)N2CCOCC2)cc1)NC(=S)Nc1ccc(N2CCOCC2)cc1 |
| 34 | 2% | -0.1% | -1.0% | 1.2% | -8% | -1% | 5% | 6% | 5% | Cc1cc(C(=O)Nc2c(F)cc(F)cc2Br)n(-c2ccccc2)n1 |
| 35 | -5% | -0.1% | 0.5% | 7.3% | -30% | -2% | 7% | 23% | 7% | O=C(c1ccc(N2CCNCC2)cc1)c1cccnc1 |
| 36 | -7% | -0.6% | -0.6% | -0.9% | -21% | -6% | 18% | -16% | -8% | NS(=O)(=O)c1ccc2nc(NC(=O)c3ccncc3)sc2c1 |
| 37 | 6% | -0.3% | -1.4% | -0.6% | -8% | 24% | 6% | 20% | 4% | CCc1ccc(-c2c(C)sc(NC(=O)C3CCC3)c2C#N)cc1 |
| 38 | 2% | -0.1% | -2.3% | -5.2% | -6% | -10% | 5% | -30% | 12% | CCOC(=O)c1cc(C(=O)c2cc(F)ccc2O)coc1=N |
| 39 | 13% | -0.2% | -0.5% | -2.8% | 12% | 20% | 3% | 3% | 38% | O=C(O)C1CCCN1S(=O)(=O)c1ccc(Br)s1 (configuration not stated) (tested in a mixture with another compound) |
| 40 | 29% | 0.0% | 3.9% | 5.4% | -6% | 1% | 9% | -40% | 10% | COc1cc([N+](=O)[O-])cc([N+](=O)[O-])c1NC(=O)N1CCOCC1 |
| 41 | 10% | -0.2% | 1.9% | -0.2% | 23% | 9% | 7% | -2% | 13% | Cc1ccc(S(=O)(=O)n2nc(OC(=O)c3cccs3)cc2N)cc1 |
| 42 | 9% | 0.0% | 5.0% | -2.5% | 0% | -141% | 5% | 15% | 9% | N#Cc1ccc(/C=C(\C(=O)C(=O)O)c2ccc3ccccc3n2)cc1 |
| 43 | 3% | 0.0% | 2.8% | 0.3% | -32% | 4% | 12% | -23% | 0% | CCC1C(=O)N=C(SCC(=O)Nc2nc3ccccc3s2)NC1=O (configuration not stated) |
| 44 | 17% | -0.1% | -0.4% | 2.6% | 5% | -21% | 5% | 10% | 7% | O=C(CN1c2ccccc2Sc2ccccc21)NNC(=O)Nc1ccc(Cl)cc1 |
| 45 | 6% | -0.2% | 1.9% | -0.2% | -40% | -5% | 5% | -27% | 7% | Cc1ccnc(SCC(=O)NC2CCCCCC2)n1 |
| 46 | -16% | 0.3% | 2.9% | -1.6% | -20% | -4% | 3% | -8% | 5% | O=C(CSc1nnc(NC(=O)C2CCC2)s1)Nc1ccccc1F |
| 47 | -7% | 0.0% | 0.1% | 0.7% | 18% | 23% | 3% | 2% | 14% | NC(=O)C1(N2CCCCC2)CCN(C(=S)Nc2ccc(Cl)cc2)CC1 |

Filtered by structure, those above with a nitro group on carbon (4)
| entry | GPR55 LPI antagonism | GPR55 beta-arrestin | HIV fusion peptide | KOR beta-arrestin-1 | NOD1 inhibition | NOD2 inhibition | MgcRacGAP inhibition | KOR beta-arrestin-2 | SV40 large T antigen | SMILES |
| --- | --- | --- | --- | --- | --- | --- | --- | --- | --- | --- |
| 14 | 11% | -0.1% | -1.9% | -1.4% | -5% | -46% | -2% | -3% | 11% | O=C(/C=C/c1ccc([N+](=O)[O-])cc1)Nc1cccnc1 |
| 16 | 22% | -0.1% | 1.5% | 0.0% | -14% | 14% | 8% | 12% | 6% | CCOC(=O)C(/C(C)=N/NC(=O)c1ccccc1[N+](=O)[O-])C(C)C (configuration not stated) |
| 27 | 4% | 0.4% | -0.9% | 3.1% | -17% | 8% | 6% | 12% | -5% | CN(c1ccccc1C(=O)Nc1cccc([N+](=O)[O-])c1)S(C)(=O)=O |
| 40 | 29% | 0.0% | 3.9% | 5.4% | -6% | 1% | 9% | -40% | 10% | COc1cc([N+](=O)[O-])cc([N+](=O)[O-])c1NC(=O)N1CCOCC1 |

Screens (PubChem BioAssay)
